Screening data: PubChem BioAssay, several laboratories
hgDAF12 agonist – H. glycines DAF-12 receptor agonists, primary screen, cell-based, luminescence, HEK293, GAL4 fusion, UAS-luciferase. HEK293 GAL4-hgDAF12 UAS-luciferase reporter, agonist luminescence; normalized to butyrate control. actives 1.8% (n = 370,000). Nuclear hormone receptor DAF-12 (Heterodera glycines), GAL4 fusion. activation, % at 6.8 µM. AID 687014, 2013;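 active = activation above a cutoff set at the mean of all screened compounds plus 3 SD, cut at about 10% in these data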;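 note: 0% = DMSO wells and 100% = sodium butyrate wells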
NR1D1 modulator – modulators of Rev-erb alpha DNA binding, primary screen, biochemical, FITC-DNA, fluorescence polarization, uHTS. activity, % at 10 µM. actives 0.79% (n = 370,000). AID 1259318, 2017. Rev-erbα–FITC-DNA binding, 90 min. Nuclear receptor subfamily 1 group D member 1 (Homo sapiens), P20393;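 active = activity above about 14%, limit read from the data; passing the limit was not always enough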;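 note: 0% = DMSO wells with 35 nM protein and 100% = DMSO wells with 750 nM protein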
Target sequence (P20393 whole entry, looked up): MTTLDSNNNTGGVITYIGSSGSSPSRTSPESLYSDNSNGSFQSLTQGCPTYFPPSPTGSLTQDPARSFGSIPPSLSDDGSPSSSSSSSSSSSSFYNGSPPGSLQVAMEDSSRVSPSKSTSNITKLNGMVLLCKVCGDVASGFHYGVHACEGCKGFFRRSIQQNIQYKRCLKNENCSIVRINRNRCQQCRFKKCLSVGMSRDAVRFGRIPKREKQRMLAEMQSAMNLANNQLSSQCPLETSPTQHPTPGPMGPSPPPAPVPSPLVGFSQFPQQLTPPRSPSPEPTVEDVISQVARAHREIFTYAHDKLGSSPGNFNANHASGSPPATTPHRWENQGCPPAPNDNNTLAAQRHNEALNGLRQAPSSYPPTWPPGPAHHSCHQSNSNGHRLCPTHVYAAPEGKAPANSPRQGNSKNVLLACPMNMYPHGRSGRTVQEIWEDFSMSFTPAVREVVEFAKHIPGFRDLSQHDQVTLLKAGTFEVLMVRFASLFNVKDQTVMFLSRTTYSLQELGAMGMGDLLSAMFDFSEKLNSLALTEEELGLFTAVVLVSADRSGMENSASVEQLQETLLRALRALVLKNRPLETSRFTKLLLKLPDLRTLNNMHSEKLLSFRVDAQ
PG9 Ab binder – binders of HIV-1 gp120 antibody PG9, primary screen, biochemical, TR-FRET; inhibition, % at 6.7 µM; TR-FRET gp120-PG9 antibody binding; AID 624416, 2012; actives 0.43% (n = 360,000); HIV-1 gp120 / PG9 antibody interaction; in the data active = inhibition above about 8.5%
FXN GAA850 act – FXN promoter activators, primary screen, cell-based, luciferase luminescence, HEK293 lucGAA850; activation, % at 6 µM; actives 0.56% (n = 360,000); HEK293 lucGAA850 FXN promoter luciferase reporter, 24 h; percent of 10 µM SAHA response;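 active = activation above the average of all compounds screened plus 3 SD, cutoff fixed separately per campaign, cut at about 7.5% in these data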;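 note: 0% = DMSO wells and 100% = 10 µM SAHA wells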
DAX1 inh-1 – DAX1 (NR0B1) inhibitors on StAR promoter, primary screen, cell-based, luminescence, SF-1 (NR5A1), full-length DAX-1. HEK293T StAR-luciferase reporter, SF-1/DAX-1 repression relief. inhibition, % at 6.8 µM. actives 1.1% (n = 370,000). AID 652010, 2013;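 active = inhibition above the mean over all tested compounds plus 3 SD, cut at about 3.6% in these data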;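 note: 0% = DAX-1 cells with DMSO and 100% = cells lacking DAX-1 with DMSO; higher inhibition means more luminescence from relief of DAX-1 repression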
hcDAF12 agonist – H. contortus DAF-12 nuclear receptor activators, primary screen, cell-based, luminescence, HEK293, lit1-tk-luc reporter; HEK293 hcDAF-12 lit1-tk-luc reporter; 0% DMSO, 100% Δ7-dafachronic acid; activation, % at 6.8 µM; actives 1.4% (n = 370,000);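 active = activation above the mean of all tested compounds plus 3 SD, cut at about 5.5% in these data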;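 note: 100% = response to 3 µM Δ7-dafachronic acid high control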
ssDAF12 agonist – S. stercoralis DAF-12 nuclear receptor activators, primary screen, cell-based, luminescence, HEK293, GRIP1 co-expression, lit1-tk-luc; Nuclear hormone receptor DAF-12 (Strongyloides stercoralis); HEK293 ssDAF-12/GRIP1 lit1-tk-luc reporter; % of 3 µM dafachronic acid response; activation, % at 6.8 µM; actives 1% (n = 370,000); AID 652126, 2013;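 active = activation above the mean over all tested compounds plus 3 SD, cut at about 0.9% in these data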;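 note: 0% = DMSO-only wells and 100% = 3 µM delta7-dafachronic acid wells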
SMARCA2 act – SMARCA2 (BRM) function activators, primary screen, cell-based, luminescence, high throughput. MG213 cells, MMTV-luciferase reporter, dexamethasone, overnight. activation, % at 9.1 µM. actives 1% (n = 370,000). AID 652017, 2013; in the data active = activation above about 7.8%;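 note: 0% = vehicle wells and 100% = reference activator wells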
sPLA2-III inh – human group III sPLA2 inhibitors, primary screen, biochemical, QFRET, BODIPY PC-A2 liposome substrate; Group 3 secretory phospholipase A2 (Homo sapiens), Q9NZ20; QFRET BODIPY PC-A2 liposome hydrolysis, fluorescence; inhibition, % at 12.2 µM; actives 0.56% (n = 370,000); AID 743126, 2013;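 active = inhibition above mean plus 3 SD of compounds lying within the high and low control bounds, cut at about 19% in these data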;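 note: 0% = median of test compound wells and 100% = no enzyme DMSO wells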
DAX1 inh-2 – DAX1 (NR0B1) inhibitors, primary screen, cell-based, HEK293, Gal4-DAX1, luciferase luminescence. HEK293 Gal4-DAX1 luciferase reporter. inhibition, % at 6.75 µM. AID 504766, 2011. actives 0.99% (n = 340,000);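 active = inhibition above the mean over all tested compounds plus 3 SD, cut at about 4.2% in these data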;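 note: 0% = DAX1-transfected cells with DMSO and 100% = empty-vector control cells with DMSO; inhibition shows as a rise in luminescence from relieved DAX1 repression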
Target sequence (P51843 207-470 limits assumed): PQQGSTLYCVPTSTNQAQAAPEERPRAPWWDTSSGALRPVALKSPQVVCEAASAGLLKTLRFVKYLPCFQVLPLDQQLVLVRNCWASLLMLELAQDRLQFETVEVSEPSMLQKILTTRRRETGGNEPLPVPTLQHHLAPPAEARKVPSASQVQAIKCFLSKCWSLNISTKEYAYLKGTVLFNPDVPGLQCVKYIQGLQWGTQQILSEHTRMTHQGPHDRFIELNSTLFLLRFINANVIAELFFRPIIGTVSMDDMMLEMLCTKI
PLC-beta3 inh – human PLC-beta3 inhibitors, primary screen, biochemical, fluorescence; actives 0.18% (n = 370,000); Purified PLC-beta3, fluorogenic substrate; 1-phosphatidylinositol 4,5-bisphosphate phosphodiesterase beta-3 (Homo sapiens), Q01970; AID 720704, 2013; inhibition, % at 12.2 µM; in the data active = inhibition above about 11%;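 note: 0% = median of compound wells on plate and 100% = full blocker control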
* marks the source's active call; other numbers are inactive results; i = inactive; x = no result given. Random draw from the library; about 7% have a hit in one of these screens.

Values in the order – hgDAF12 agonist	NR1D1 modulator	PG9 Ab binder	FXN GAA850 act	DAX1 inh-1	hcDAF12 agonist	ssDAF12 agonist	SMARCA2 act	sPLA2-III inh	DAX1 inh-2	PLC-beta3 inh
CCCCCCCC[n+]1cccc(C(=O)N2c3c(nc(N)[nH]c3=O)NC(C)C2C)c1 (stereo not drawn)
 : -0.7	-1	-2.5	4.1	0.0	-0.2	-0.3	0	14	-0.7	-8
CCOC(=O)CC(=O)CSc1ncnc2c1nnn2-c1ccc(F)cc1
 : -2.6	2	-0.7	2.1	-0.3	-0.3	-2.1	-1	-15	-0.2	-28
CCN1CCCC1CNC(=O)c1cc(S(=O)(=O)N(C)C)ccc1Cl (stereo not drawn)
 : -0.6	-1	-0.7	-1.1	0.2	-0.4	-0.5	-2	-5	2.0	-1
COc1ccccc1C(=O)N1CCN(C(=O)[C@@H](Cc2ccccc2)NC(=O)[C@H]2O[C@@H](n3cnc(C(N)=O)n3)[C@H](O)[C@@H]2O)CC1
 : -2.0	7	-1.0	x	0.5	-1.3	-0.8	-1	3	x	1
O=C(NCc1ccncc1)C(=O)NCc1ccco1
 : 6.0	2	-0.8	-1.2	0.1	-0.7	-1.4	0	5	-1.4	0
Cc1noc(C)c1COc1ccc(C(=O)OCC(=O)Nc2c(C)n(C)n(-c3ccccc3)c2=O)cc1
 : 2.2	4	1.6	3.1	0.3	1.8	0.0	1	-2	-0.9	-1
COc1cccc2cc(/C(=N/O)c3ccccc3)oc12
 : 7.3	4	-0.7	3.5	0.4	-0.1	-0.6	1	-22	-0.1	1
O=C1CNC(=O)/C1=C\N1CCCCC1
 : -0.8	0	-1.9	-0.4	-0.1	-2.0	-0.1	-3	5	0.0	3
CCOC(=O)c1cc(C)nnc1C(=O)OCC
 : 2.4	-5	0.1	1.1	0.5	3.7	0.2	1	7	3.0	4
COc1ccc(N=Nc2ccc(O)c3ncccc23)cc1
 : 2.6	-20	-2.2	4.1	-0.4	-1.0	-0.8	5	12	0.7	-3
O=C(CNC(=O)c1ccc(-c2ccccc2)cc1)Nc1cccc(CO)c1
 : 5.1	5	-2.4	0.4	0.7	2.7	-0.8	1	-7	1.0	-1
O=C1C2C3c4ccccc4C(c4ccccc43)C2C(=O)N1Cc1ccco1 (stereo not drawn)
 : -0.1	-1	-0.2	-2.9	-0.5	-1.0	-1.2	-1	-7	-1.3	1
O=S(=O)(c1ccccc1)c1nnn2c1nc(NC1CCN(Cc3ccccc3)CC1)c1ccccc12
 : 0.7	47*	-2.5	-3.1	0.8	1.1	-1.4	-1	-2	0.6	-22
O=C(NNS(=O)(=O)c1cc(Cl)cc(Cl)c1)c1sccc1-n1cccc1
 : 2.1	-7	-1.5	-1.1	0.4	-0.5	-0.3	-1	-36	-0.2	-4
Cc1ccc(C)n1-c1nccc(-c2ccco2)n1
 : -1.1	-8	-0.1	-0.6	-0.7	-0.6	-1.7	-2	1	-0.5	i
COCc1cc(=O)[nH]c(/N=C(\N)Nc2ccc(Oc3ccccc3)cc2)n1
 : 2.1	0	0.7	1.7	0.6	1.6	-1.2	-1	-2	0.6	0
Cc1cc(C(=O)N2CCC2(C)C(=O)NCCC#N)nn1C (stereo not drawn)
 : 1.5	8	-1.4	-1.1	-0.2	0.0	-1.4	-2	0	x	-4
CCCn1c(SCC(=O)Nc2cc(S(=O)(=O)N3CCOCC3)ccc2OC)n[nH]c1=O
 : -1.8	0	1.1	-2.1	-0.1	-2.6	-0.7	-3	16	2.0	-4
COc1ccc(CCNC(=O)Cc2cc(OC)c(OC)cc2Br)cc1OC
 : -6.0	-5	-2.4	2.6	-0.5	-1.1	-1.2	3	1	0.1	2
CCOC(=O)C1CCN(C(=O)C2CCN(S(=O)(=O)c3ccc4c(c3)CC(C)N4C(C)=O)CC2)CC1 (stereo not drawn)
 : 0.8	1	1.6	0.2	-2.5	-1.8	-1.5	-3	4	-0.8	-9
Cn1c(N)cc(=O)n(Cc2ccccc2)c1=O
 : -1.3	-4	-0.1	0.3	0.1	-0.8	-1.4	2	-2	0.9	0
CC1CC1C(=O)OCC(=O)Nc1cccc([N+](=O)[O-])c1 (stereo not drawn)
 : 4.0	5	-0.6	-1.1	0.6	-0.1	-1.0	7	4	1.4	2
Cc1c(Cl)cnc(NC(=O)COC(=O)CNC(=O)c2ccccc2)c1Cl
 : 4.3	9	-0.1	1.8	1.6	0.0	-1.1	-5	15	-1.1	-22
CCc1ccccc1NC(=O)C1CCCN(c2ncnc3onc(-c4ccc(F)cc4)c23)C1 (stereo not drawn)
 : 0.1	1	-1.4	-2.7	0.3	-1.4	-1.0	-2	2	0.1	-10
CCOC(=O)c1ccccc1N1C(=O)C2Sc3[nH]c(=O)sc3C(/C=C/c3ccccc3)C2C1=O (stereo not drawn)
 : 0.4	6	0.1	0.3	0.7	-1.0	-0.7	-2	-25	-0.1	-33
O=C(O)C1CCCN(C(=O)c2cccc3ccccc23)C1 (stereo not drawn)
 : -0.3	4	-0.4	-1.0	0.0	0.1	-0.5	-1	3	-0.5	-2
CCCCn1c(N)c(N(CC(C)C)C(=O)c2ccc(-c3ccc([N+](=O)[O-])cc3)o2)c(=O)[nH]c1=O
 : -0.9	-1	-1.8	1.8	0.5	-0.3	-0.8	-2	-2	-0.2	-10
O=C(CSc1nc2ccccc2o1)Nc1ccc(Cl)cc1
 : 4.0	-1	-0.5	1.9	1.2	0.4	-1.3	5	-17	-0.3	3
COc1ccc(CC2(C)OC(c3ccc(C)c([N+](=O)[O-])c3)=NN2C(C)=O)cc1 (stereo not drawn)
 : -2.5	9	-1.6	1.3	-0.5	0.3	-1.5	1	-1	-1.0	-8
COCCCn1c(C)nnc1SCC(=O)NCc1ccco1
 : 0.2	0	-2.0	1.2	-0.4	-0.3	-1.1	2	3	-1.0	-1
CC1=C(C(=O)N2CCOCC2)C(c2ccc(Cl)cc2)NC(=S)N1 (stereo not drawn)
 : -2.6	-5	-1.4	-1.9	-0.3	-1.1	-1.1	-1	4	-0.4	-1
Cc1ccc(S(=O)(=O)N(C)c2ccc(OCC(=O)Nc3cc(C(=O)O)ccc3Cl)cc2)cc1
 : 1.6	0	-1.7	x	-0.8	1.4	-0.8	-1	-37	x	-11
CCOc1ccccc1NC(=O)COc1cccnc1[N+](=O)[O-]
 : -1.8	-6	-0.4	0.2	0.3	-0.2	-0.9	-2	6	-0.1	4
Cc1nn(-c2ccccc2)c(C)c1NC(=O)c1cccs1
 : -1.5	-1	-2.6	-0.5	0.3	-1.2	-1.4	0	3	-1.7	2
Cc1cc(Nc2ccc(F)c(F)c2)nc(-c2ccccc2O)n1
 : -0.1	-10	0.3	1.8	-0.6	0.4	-1.4	2	-3	0.6	-31
FC(F)(F)c1nnc2n1N=C(c1ccccc1)CS2
 : -1.9	4	-2.6	-0.6	0.0	-1.0	-1.2	0	-25	2.1	-2
Cc1ccc(NC(=O)C2=COCCO2)cc1S(=O)(=O)N1CCOCC1
 : 0.7	1	0.3	1.4	1.1	-0.2	-1.6	1	-4	0.9	-1
S=C(Nc1ccc(Oc2ccccc2)cc1)NC1CCCCC1
 : 1.3	8	1.6	2.2	-1.0	1.0	-1.0	-4	8	-0.2	2
O=C(COC(=O)c1cccnc1Cl)Nc1cc(S(=O)(=O)N2CCOCC2)ccc1Cl
 : -0.7	-6	-1.5	2.1	1.1	-1.1	-1.0	3	-1	-0.2	-3
COc1ccc(C(=O)NCCCOC(C)C)cc1OC1CCN(C(C)=O)CC1
 : 1.9	1	-0.2	5.8	0.2	0.5	-0.5	2	-2	0.4	-5
CC(C)C1C(=O)N(Cc2cn(CCC3OCCO3)nn2)CCS(=O)(=O)N1Cc1ccc(-c2ccccc2Cl)cc1 (stereo not drawn)
 : -5.1	0	-0.4	x	-1.7	-1.8	-1.4	-4	-20	x	3
CCN(CC)c1ccc(NC(=O)CN2C(=O)NC3(CCc4ccccc43)C2=O)cc1 (stereo not drawn)
 : 4.8	0	-5.3	1.5	-1.4	-1.1	-0.9	1	8	-0.1	-5
Cc1ccc(NC(=O)NC2CCCCC2)cc1S(=O)(=O)N1CCOCC1
 : -0.5	2	-0.5	0.5	0.9	0.7	-1.8	4	0	-0.1	-3
O=C(/C=C/c1ccc[nH]1)c1ccccc1
 : 6.1	4	-3.0	5.3	0.9	2.0	-1.0	4	0	1.2	-26
COc1cccc(C(=S)N2CCOCC2)c1OS(=O)(=O)c1ccc(Cl)cc1
 : -0.7	1	-0.1	1.4	1.0	-0.5	-1.4	-2	2	0.8	-3
Cc1ncc([N+](=O)[O-])n1CC(=O)NC1CCCCCC1
 : 0.1	0	1.9	0.8	0.0	-0.1	-1.2	-1	2	1.6	-3
CC(C)C(=O)NC(c1ccc([N+](=O)[O-])cc1)c1c(O)ccc2ccccc12 (stereo not drawn)
 : -1.8	4	0.3	-7.6	0.0	-2.1	-0.9	-4	-22	-0.2	1
CC(=O)Nc1ccc(-c2ccc(NC(C)=O)cc2)cc1
 : 8.4	13	-2.8	4.5	0.8	0.8	-0.3	6	1	-0.4	4
COc1ccccc1-c1noc(-c2cc(OC)c(OC)c(OC)c2)n1
 : -0.9	6	0.4	2.8	-0.4	-2.0	-1.4	-2	-1	0.9	-1
COc1ccc([N+](=O)[O-])cc1NC(=O)COC(=O)C12CC3CC(CC(O)(C3)C1)C2
 : 1.3	-1	-2.7	1.1	-0.5	1.2	-1.2	-3	4	-0.2	-1
COc1ccccc1CNC(=O)CSc1nc(-c2ccccc2)cn1N
 : 0.1	3	-0.6	1.4	-0.4	-1.3	-0.9	-5	4	-2.0	-18
Cc1cc(S(=O)(=O)NC[C@H]2O[C@@H](n3ccc(N)nc3=O)[C@H](O)[C@@H]2O)c(C)s1
 : 6.1	-1	0.6	-1.1	0.7	-1.0	-1.7	-2	2	0.4	3
